TDP1 cell CPT: growth inhibition of DT40 Tdp1-/-;hTDP1 cells with camptothecin (screen for TDP1 inhibitors). chicken DT40 Tdp1-/-;hTDP1 cells + 20 nM CPT, ATP luminescence, 48 h. Potency, µM (doses to about 46.2 µM), inactives show at the top dose activity change, negative = growth inhibition, actives largely listed as inhibitors. 12% of 420,000 active. AID 686979; note: nearly all actives have a fitted effect of over 55% in size
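Chicken DT40 Tdp1-/- cells stably complemented with human TDP1 were seeded at 400 cells/well in medium containing 20 nM camptothecin, exposed to pin-transferred compounds, and grown at 37 °C for at least 48 hr. Viability was read as ATP luminescence.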
KAT2A inh: blocks human GCN5L2 histone acetyltransferase. Q92830. GCN5L2 HAT assay, ThioGlo1 CoA-SH fluorescence. 0.21% of 390,000 active. Potency, µM (highest dose often 58.9 µM), for inactives: at the highest dose activity change, negative = inhibition, usual class: inhibitors. AID 504327
Target sequence (Q92830 whole entry, looked up): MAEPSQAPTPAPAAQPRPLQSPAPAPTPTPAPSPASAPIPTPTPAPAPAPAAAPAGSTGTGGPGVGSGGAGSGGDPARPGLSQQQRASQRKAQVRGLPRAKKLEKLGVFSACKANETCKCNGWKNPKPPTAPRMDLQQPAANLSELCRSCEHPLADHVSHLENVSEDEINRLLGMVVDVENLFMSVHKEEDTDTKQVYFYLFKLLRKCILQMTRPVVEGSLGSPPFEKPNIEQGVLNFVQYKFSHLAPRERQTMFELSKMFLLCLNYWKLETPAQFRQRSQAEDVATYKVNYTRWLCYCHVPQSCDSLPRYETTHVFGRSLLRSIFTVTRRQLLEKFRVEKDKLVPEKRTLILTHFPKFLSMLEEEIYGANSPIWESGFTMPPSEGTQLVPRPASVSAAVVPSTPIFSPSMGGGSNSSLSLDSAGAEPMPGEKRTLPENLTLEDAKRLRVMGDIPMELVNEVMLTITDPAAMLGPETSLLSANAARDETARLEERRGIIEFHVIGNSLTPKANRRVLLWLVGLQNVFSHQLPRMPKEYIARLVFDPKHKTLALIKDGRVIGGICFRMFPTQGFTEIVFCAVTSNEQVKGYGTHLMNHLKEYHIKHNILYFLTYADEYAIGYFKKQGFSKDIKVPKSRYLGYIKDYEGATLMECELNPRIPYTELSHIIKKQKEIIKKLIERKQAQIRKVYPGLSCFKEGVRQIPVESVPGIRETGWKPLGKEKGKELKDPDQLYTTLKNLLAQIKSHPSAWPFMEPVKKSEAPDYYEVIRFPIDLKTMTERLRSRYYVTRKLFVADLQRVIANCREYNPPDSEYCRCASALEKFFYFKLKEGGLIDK
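Free CoA generated was detected with ThioGlo1 (50uM) fluorescence at Ex340nm/Em540nm, read immediately and after 20 min at room temperature. Enzyme, 20 nM in HEPES pH 7.5 buffer, saw compounds 15 min before adding 75uM H3(1-25) peptide and 70uM acetyl-CoA.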
DT40 TDP1 no CPT: qHTS for Inhibitors of human tyrosyl-DNA phosphodiesterase 1 (TDP1): qHTS in cells in absence of CPT | DT40 Tdp1-/- hTDP1 cells, no CPT, ATP luminescence, 48 h | Potency, µM (series often up to 46.2 µM), for inactives: top-dose activity change, negative = growth inhibition, most hits filed as inhibitors | 15% of 420,000 active | AID 686978, 2013; note: nearly all actives have a fitted effect of over 55% in size
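Camptothecin absent (DMSO only). Human TDP1-complemented DT40 knockout cells, 400 cells/well, 37 °C for minimum 48 hr; ATP measured via CellTiter-Glo, 30 min dark incubation, luminescence.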
Starred values were filed as active, the others as inactive; ? = inconclusive; . = not tested or not shown; & = joins results of further samples; ! = not confirmed by another sample. Calls come from the whole dose curve; as a rule, active = well fitted curve in the direction sought with a large enough effect; inconclusive = small, poorly fitted or top-dose-only effect, or another doubt; inactive = no such curve, though single readings can be large; an effect the other way counts as inactive or inconclusive. % is set by controls: 0 for no effect and ±100 for the full control effect; potency is the fitted concentration of half-maximal effect. This is a subset (hit frequency here may not be typical).

Each structure is followed by: TDP1 cell CPT	KAT2A inh	DT40 TDP1 no CPT
> Cc1nc(C)c(C(=O)N(c2ccc(C)c(C)c2)C(C(=O)NCc2ccco2)c2ccccc2)s1 (centres undefined)
 : -22%	-10%	-13%
> COC(=O)c1ccc(COc2nc(C)cc(C)c2C#N)o1
 : -3%	-2%	-10%
> COc1cccc(NC(=O)c2csnn2)c1
 : 3%	-5%	-10%
> O=C(CCn1nc(-c2ccc(Cl)cc2)ccc1=O)NCCc1ccccc1
 : ?	0%	?
> CCCCC(CC(O)COCCC)c1n[nH]c(=S)n1-c1ccccc1 (centres undefined)
 : -4%	1%	6%
> CCS(=O)(=O)NC(C)C(c1cccs1)N1CCN(c2ccc(F)cc2)CC1 (centres undefined)
 : ?	-7%	21µM*
> Clc1cccc(-n2ncc3c(NC4CCCCCC4)ncnc32)c1
 : 21µM*	2%	?
> COC(=O)CCn1nc(-c2ccc(C)cc2)c2ccccc2c1=O
 : -22%	-3%	-21%
> COC(=O)c1sc2nc3c(c(-c4cccs4)c2c1N)CCCC3
 : -14%	-25%	?
> Cc1ccc(-c2nc3ncccc3o2)cc1NC(=O)c1ccc([N+](=O)[O-])o1
 : 15µM*	0%	16µM*
> O=c1c2ccsc2ncn1Cc1cccc(C(F)(F)F)c1
 : 1%	-1%	-17%
> COc1ccc(-c2csc(/C(C#N)=C/Nc3cc4oc5ccccc5c4cc3OC)n2)cc1
 : 8%	0%	-7%
> O=C(NC1CC1)c1cccc(NC(=O)C2CCN(S(=O)(=O)c3cccc(C(F)(F)F)c3)CC2)c1
 : ?	.	?
> COCCOC(=O)N1CCCCC1c1cc(C(=O)Nc2cccc3c2CCCC3)no1 (centres undefined)
 : 3.7µM*	.	4.6µM*
> O=C(COC(=O)CSc1ccc([N+](=O)[O-])cc1)NCc1ccco1
 : -7%	-15%	-8%
> C#CCOCCOCCOCCNc1nc(N2CCN(C(=O)CCCCCCCCCCNC(=O)[C@H](CCCCN)n3cc(C)nn3)CC2)nc(N2CCN(C(=O)CCCCCCCCCCNC(=O)[C@H](CCCN=C(N)N)n3cc(C[C@@H](C)CC)nn3)CC2)n1
 : 23µM*	-7%	12µM*
> CCOC(=O)C1(CCOc2ccccc2)CCN(Cc2ccc(OCCO)cc2)CC1
 : ?	0%	?
> CCC(CC)NC(=O)Cn1c(C(C)NC(C)=O)nc2ccccc21 (centres undefined)
 : -24%	-4%	-28%
> O=S(=O)(c1ccc(Br)cc1Cl)N1CCN(CCO)CC1
 : -6%	2%	-5%
> O=C(NC1CCCC1)c1ccc(CNc2c(N3CCOCC3)c(=O)c2=O)cc1
 : -5%	-9%	-14%

The list goes on:
Each structure is followed by: TDP1 cell CPT	KAT2A inh	DT40 TDP1 no CPT
> Cc1cc(C)n(CC(=O)N/N=C/c2cccs2)n1
 : 22%	-12%	-8%
> COC(=O)c1ccccc1NC(=O)CCS(=O)(=O)c1nc(-c2ccc3c(c2)OCO3)cc(C(F)(F)F)n1
 : 2.9µM*	-11%	3.3µM*
> COc1cccc(CNC(=O)CCC2CCCN(C(=O)c3ccoc3)C2)c1 (centres undefined)
 : 10%	0%	-26%
> CN1CCCCC1(C)C(=O)NCc1ccc(F)cc1 (centres undefined)
 : -1%	.	7%
> O=C(NC1CCCC1)c1cc(-c2ccccc2Cl)on1
 : -2%	-11%	-25%
> Cc1ccn(CCC(=O)N2CCc3ccccc32)n1
 : -3%	-9%	-26%
> Cc1ccc(C(=O)NNC(=O)c2ccccc2O)cc1S(=O)(=O)N1CCCCC1
 : 16µM*	1%	?
> O=C(CSc1nc2[nH]ncc2c(=O)n1-c1ccccc1)NCCc1ccccc1
 : -2%	-4%	?
> O=C(O)c1cc(CN2CCOCC2)oc1-c1ccccc1
 : -5%	-6%	-2%
> Cc1ccc(C)c(NC(=O)C(CC(=O)O)Cc2ccccc2)c1 (centres undefined)
 : 3%	3%	-5%
> COC(=O)c1cc2sc(Cl)cc2n1CC(=O)NCCC(C)C
 : 21%	2%	-13%
> O=c1oc(Nc2ccccc2F)nc2ccccc12
 : ?	-14%	?
> NC(=O)c1ncn([C@@H]2O[C@H](CNCc3cccc(OC4CCCC4)c3)[C@@H](O)[C@H]2O)n1
 : -12%	.	-16%
> O=C(Nc1ccc(F)cc1)c1nc[nH]c1C(=O)Nc1ccccc1[N+](=O)[O-]
 : ?	-5%	1.3µM*
> O=C(c1cccc(F)c1)N1CCC2(CC1)CN(Cc1ccccc1)C2
 : -3%	4%	-7%
> CCOC(=O)c1c(NC(=O)Cc2cccs2)sc(C(=O)N2CCCCC2)c1C
 : ?	-5%	9.2µM*
> COc1ccc([N+](=O)[O-])cc1NC(=O)COC(=O)c1ccccc1O
 : -12%	5%	-5%
> COCC(=O)N1CCC[C@@]2(CCN(c3ccncc3)C2)C1
 : -2%	-7%	-5%
> COc1cc(C(CC(=O)NCc2ccccc2Cl)N2Cc3ccccc3C2=O)cc(OC)c1OC (centres undefined)
 : -8%	1%	-22%
> CCC(Sc1nc2sc(C(=O)OC)c(C)c2c(=O)n1N)C(=O)N(CC)CC (centres undefined)
 : ?	0%	13µM*

Going on with the list:
Each structure is followed by: TDP1 cell CPT	KAT2A inh	DT40 TDP1 no CPT
> COc1ccc(CCNc2nc(=O)[nH]nc2C)cc1OC
 : -7%	-1%	-1%
> CCCc1nc(SCc2ccc(Cl)cc2Cl)n[nH]1
 : -14%	-8%	-15%
> COc1ccc(C)cc1NC(=O)CC(O)(C(F)(F)F)C(F)(F)F
 : -16%	-1%	3%
> CC(C(N)=O)N1C(=O)NC2(CCCc3ccccc32)C1=O (centres undefined)
 : 4%	-2%	-16%
> CC1CCN(CC(=O)N2CC(=O)Nc3ccccc32)CC1
 : -5%	-5%	15%
> Cc1cc(N2CCCC2)ccc1/C=N/n1cnnc1
 : -20%	-5%	-15%
> CC(C)n1c(Sc2nccn2C)nc2c1c(=O)n(C)c(=O)n2C
 : ?	-1%	-8%
> Cc1cccc(N(C)c2ncnc3onc(-c4ccc(F)cc4)c23)c1C
 : ?	-5%	16µM*
> CCN(C(=O)CCS(=O)(=O)c1cccc2nonc12)c1ccc(F)cc1
 : 1%	-6%	-4%
> CCc1[nH]nc2c1C1(CCOC1C)C(C#N)=C(N)O2 (centres undefined)
 : -4%	4%	-3%
> CCOc1ccc(OCC)c(NC(=O)C2CCCN(C(=O)c3ccc(Cl)cc3)C2)c1 (centres undefined)
 : ?	1%	?
> Cc1ccc(NC(=O)CCc2nnc3ccc(N4CCOCC4)nn23)cc1C
 : -11%	-6%	0%
> CC[n+]1c2ccccc2cc2ccccc21
 : -4%	.	-16%
> CCc1c(C)nc(SCC(=O)N2CCCCC2CC)[nH]c1=O (centres undefined)
 : ?	-18%	?
> COc1ccc(CNC(=O)c2ccc(CS(=O)(=O)c3ccc(Br)cc3)o2)cc1
 : 23µM*	-2%&-1%	23µM*!
> c1ccc2c(c1)CCN(c1nc(CN3CCOCC3)nc3sc4c(c13)CCCC4)C2
 : 23µM*	2%	16µM*
> CCCN(CCC)CCCNC(=O)Cn1ncc2c3ccccc3n(Cc3ccccc3F)c2c1=O
 : 16µM*	-19%	23µM*
> CC1(c2nnnn2Cc2ccccc2)CCC(=O)N1CCCN1CCOCC1 (centres undefined)
 : -3%	.	-1%
> Cc1ccccc1Cc1c(C)nc2nc(SCC(=O)NC(C)c3ccccc3)nn2c1C (centres undefined)
 : 16µM*	-4%	?
> CC(C)CCN1C(=O)CC(NNC(=O)c2ccc(S(=O)(=O)N3CCCC3)cc2)C1=O (centres undefined)
 : -1%	0%	-7%

The results go on:
Molecule | TDP1 cell CPT | KAT2A inh | DT40 TDP1 no CPT
O=C(CCN1CCc2ccccc2C(c2ccccc2)C1)c1ccc2c(c1)OCCO2 (centres undefined) | 3.3µM* | -12% | 3.3µM*
CN(Cc1ccccc1)C(=O)c1ccc(NC(=O)Cc2ccc(NC(=O)C3CCCN(C(=O)CCc4ccccc4)C3)cc2)cc1 (centres undefined) | 10µM* | . | 15µM*
Cc1ccc(C(=O)C(OC(=O)c2c(C)cc(=O)oc2C)c2ccccc2)cc1 (centres undefined) | ? | -7% | ?
C/C(=C\c1ccccc1)C(=O)Nc1ccc(S(=O)(=O)Nc2ncccn2)cc1 | -6% | -2% | 6%
CCn1nc(C)c2c(-c3ccccc3)cc(=O)n(C(C)C(=O)NCCC(C)C)c21 (centres undefined) | 18µM* | -6% | ?
CC(C)OC(=O)c1cc(-c2ccc(C=O)o2)ccc1Cl | ? | -18% | ?
O=C(CN1C(=O)NC2(CCc3ccccc32)C1=O)NCc1ccc(Cl)cc1 (centres undefined) | -2% | -1% | -6%
COc1ccccc1CNC(=O)COC(=O)Cc1ccc(Br)cc1 | 8% | 1% | -9%
CCCCNC(=O)CSc1nnc(C)c2c(C)n(-c3ccccc3)nc12 | ? | -2% | ?
C/C(=C1\SC(N2CCOCC2)=NC1=O)c1ccc(C)cc1 | -22% | ? | ?
Cc1ccc(OCc2nnc(SCC(=O)Nc3cccc4ccccc34)n2-c2ccccc2)cc1 | ? | -12% | ?
O=C(Nc1cccc(Cl)c1)Nc1ccccc1C(=O)NCc1ccco1 | 18µM* | -3% | 18µM*
CC1=C(C(=O)N2CCOCC2)CC(CC(=O)NC2CCCC2)C(=O)N1Cc1ccc(F)cc1 (centres undefined) | -11% | . | -19%
O=C(O)c1nn(Cc2ncc(-c3cccc(Cl)c3)o2)c(=O)c2ccccc12 | -16% | -3% | -7%
CCC(C)(C)C1CCc2c(sc(N)c2C(N)=O)C1 (centres undefined) | 21µM* | -9% | 21µM*
O=C(C1CC1)N1CCc2cc(S(=O)(=O)NCc3ccccc3)ccc21 | 23µM* | -17% | ?
C[C@H](CO)N1C[C@H](C)[C@@H](CN(C)C(=O)Nc2ccccc2)Oc2c(NS(=O)(=O)c3ccc(F)cc3)cccc2C1=O | 4% | -4% | -23%
Cc1ccc(NC(=O)Cc2nn(C)c(=O)c3ccccc23)cc1F | 2.3µM* | 21% | 2.6µM*
O=C(CSc1nnnn1C1CCCCC1)Nc1ccc(F)cc1 | 1% | -6% | ?
O=C(Cc1ccc(Cl)cc1)N/N=C/c1ccc(O)c(O)c1 | ? | . | 13µM*

Next entries follow:
Molecule | TDP1 cell CPT | KAT2A inh | DT40 TDP1 no CPT
Cc1ccnc(NS(=O)(=O)c2ccc(NS(=O)(=O)Cc3ccccc3)cc2)n1 | -15% | -9% | -6%
CCc1ccc(NC2=CC(=O)CC(c3ccco3)C2)cc1 (centres undefined) | ? | -2% | ?
COc1ccccc1N(C(=O)c1csnn1)C(C(=O)NC1CCCC1)c1ccccc1 (centres undefined) | 8% | 0% | -13%
CN(C)CCCN1c2ccc3ccccc3c2Sc2cccc(Cl)c21 | ? | . | ?
COc1ccc(C(=O)c2cn[nH]c2-c2cc(Cl)ccc2O)cc1 | -25% | -8% | -29%
COc1ccccc1Nc1nc(N)nc(-c2cc3ccccc3o2)n1 | -28% | -16% | ?
CCOC(=O)N1CCN(C(=O)/C(=C\c2ccc(SC)cc2)NC(=O)c2ccccc2)CC1 | -3% | -3% | -29%
CCCOC(=O)C1=C(C)NC2=C(C(=O)CCC2)C1c1cccc(OC)c1OC (centres undefined) | -6% | -6% | 1%
Cc1ccc(-c2nnc(Nc3ccccc3)c3ccccc23)cc1S(=O)(=O)NCC1CCCO1 (centres undefined) | 26µM* | -7% | 16µM*
COc1ccc(NC(=O)COC(=O)Cn2cnc3ccccc32)cc1 | -18% | 1% | -11%

Retrieved one by one from the list above:
Molecule | TDP1 cell CPT | KAT2A inh | DT40 TDP1 no CPT
CCOC(=O)N1CCN(C(=O)/C(=C\c2ccc(SC)cc2)NC(=O)c2ccccc2)CC1 | -3% | -3% | -29%
Cc1ccnc(NS(=O)(=O)c2ccc(NS(=O)(=O)Cc3ccccc3)cc2)n1 | -15% | -9% | -6%
COc1ccc(C(=O)c2cn[nH]c2-c2cc(Cl)ccc2O)cc1 | -25% | -8% | -29%
CCc1ccc(NC2=CC(=O)CC(c3ccco3)C2)cc1 (centres undefined) | ? | -2% | ?
CCCOC(=O)C1=C(C)NC2=C(C(=O)CCC2)C1c1cccc(OC)c1OC (centres undefined) | -6% | -6% | 1%
CN(C)CCCN1c2ccc3ccccc3c2Sc2cccc(Cl)c21 | ? | . | ?
COc1ccccc1Nc1nc(N)nc(-c2cc3ccccc3o2)n1 | -28% | -16% | ?

Entries of single compounds as entered above. Order of values: TDP1 cell CPT, KAT2A inh, DT40 TDP1 no CPT
COc1ccccc1N(C(=O)c1csnn1)C(C(=O)NC1CCCC1)c1ccccc1 (centres undefined) is entered as 8%, 0%, -13%
Cc1ccnc(NS(=O)(=O)c2ccc(NS(=O)(=O)Cc3ccccc3)cc2)n1 is entered as -15%, -9%, -6%
